# Compound activity (PubChem)
# hcDAF12 agonist – H. contortus DAF-12 nuclear receptor activators, primary screen, cell-based, luminescence, HEK293, lit1-tk-luc reporter; activation, % at 6.8 µM; HEK293 hcDAF-12 lit1-tk-luc reporter; 0% DMSO, 100% Δ7-dafachronic acid; 370,000 tested, 1.4% active;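 active means activation above the mean of all tested compounds plus 3 SD, cut at about 5.5% in these data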;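 further: 100% = response to 3 µM Δ7-dafachronic acid high control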
# PLCg1 inh – PLC-gamma1 enzyme inhibitors, primary screen, biochemical, fluorescence, purified enzyme; inhibition, % at 12.2 µM; AID 720700, 2013; 1-phosphatidylinositol 4,5-bisphosphate phosphodiesterase gamma-1 (Homo sapiens), P19174; 370,000 tested, 0.84% active; fluorogenic substrate; in the data active means inhibition above about 9.5%
# DAX1 inh-1 – DAX1 (NR0B1) inhibitors on StAR promoter, primary screen, cell-based, luminescence, SF-1 (NR5A1), full-length DAX-1. inhibition, % at 6.8 µM. AID 652010, 2013. 370,000 tested, 1.1% active. HEK293T StAR-luciferase reporter, SF-1/DAX-1 repression relief;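 active means inhibition above the mean over all tested compounds plus 3 SD, cut at about 3.6% in these data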;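 further: 0% = DAX-1 cells with DMSO and 100% = cells lacking DAX-1 with DMSO; higher inhibition means more luminescence from relief of DAX-1 repression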
# Rev-erbA mod – modulators of Rev-erb alpha DNA binding, primary screen, biochemical, FITC-DNA, fluorescence polarization, uHTS; 370,000 tested, 0.79% active; activity, % at 10 µM; AID 1259318, 2017; Rev-erbα–FITC-DNA binding, 90 min; Nuclear receptor subfamily 1 group D member 1 (Homo sapiens), P20393;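 active means activity above about 14%, limit read from the data; passing the limit was not always enough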;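 further: 0% = DMSO wells with 35 nM protein and 100% = DMSO wells with 750 nM protein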
# hgDAF12 agonist – H. glycines DAF-12 receptor agonists, primary screen, cell-based, luminescence, HEK293, GAL4 fusion, UAS-luciferase; Nuclear hormone receptor DAF-12 (Heterodera glycines), GAL4 fusion; HEK293 GAL4-hgDAF12 UAS-luciferase reporter, agonist luminescence; normalized to butyrate control; activation, % at 6.8 µM; 370,000 tested, 1.8% active; AID 687014, 2013;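 active means activation above a cutoff set at the mean of all screened compounds plus 3 SD, cut at about 10% in these data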;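 further: 0% = DMSO wells and 100% = sodium butyrate wells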
# ADAM17 inh – ADAM17 inhibitors, primary screen, biochemical, QFRET | Disintegrin and metalloproteinase domain-containing protein 17 (Homo sapiens), P78536 | recombinant ADAM17, EDANS/DABCYL FRET peptide cleavage | inhibition, % at 6.95 µM | 370,000 tested, 0.83% active | AID 720648, 2013;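 active means inhibition above the mean of compounds lying between control limits plus 3 SD, set per campaign, cut at about 8.5% in these data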;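 further: 0% = DMSO-only wells as the low control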
# Target sequence (P78536 215-824 limits assumed): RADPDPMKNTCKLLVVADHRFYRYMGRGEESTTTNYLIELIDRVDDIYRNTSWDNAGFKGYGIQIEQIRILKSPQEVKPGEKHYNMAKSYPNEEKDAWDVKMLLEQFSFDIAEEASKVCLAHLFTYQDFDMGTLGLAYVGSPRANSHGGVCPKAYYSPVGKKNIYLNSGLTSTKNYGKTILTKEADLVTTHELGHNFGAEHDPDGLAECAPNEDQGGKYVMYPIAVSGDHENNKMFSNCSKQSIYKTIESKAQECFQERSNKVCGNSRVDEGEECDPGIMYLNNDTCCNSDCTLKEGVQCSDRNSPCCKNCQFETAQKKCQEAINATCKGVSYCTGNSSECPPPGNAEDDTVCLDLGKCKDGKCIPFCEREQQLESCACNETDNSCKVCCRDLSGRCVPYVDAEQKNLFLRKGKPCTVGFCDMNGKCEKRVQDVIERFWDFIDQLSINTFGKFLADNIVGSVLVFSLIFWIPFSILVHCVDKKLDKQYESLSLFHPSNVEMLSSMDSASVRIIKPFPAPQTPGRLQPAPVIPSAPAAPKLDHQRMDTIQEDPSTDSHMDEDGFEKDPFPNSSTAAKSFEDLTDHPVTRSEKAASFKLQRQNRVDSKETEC
# SMARCA2 act – SMARCA2 (BRM) function activators, primary screen, cell-based, luminescence, high throughput; MG213 cells, MMTV-luciferase reporter, dexamethasone, overnight; activation, % at 9.1 µM; 370,000 tested, 1% active; AID 652017, 2013; in the data active means activation above about 7.8%;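 further: 0% = vehicle wells and 100% = reference activator wells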
# PLC-beta3 inh – human PLC-beta3 inhibitors, primary screen, biochemical, fluorescence. 370,000 tested, 0.18% active. Purified PLC-beta3, fluorogenic substrate. 1-phosphatidylinositol 4,5-bisphosphate phosphodiesterase beta-3 (Homo sapiens), Q01970. inhibition, % at 12.2 µM; in the data active means inhibition above about 11%;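 further: 0% = median of compound wells on plate and 100% = full blocker control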
# DAX1 inh-2 – DAX1 (NR0B1) inhibitors, primary screen, cell-based, HEK293, Gal4-DAX1, luciferase luminescence | Nuclear receptor subfamily 0 group B member 1 (Homo sapiens), P51843 | HEK293 Gal4-DAX1 luciferase reporter | inhibition, % at 6.75 µM | 340,000 tested, 0.99% active | AID 504766, 2011;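 active means inhibition above the mean over all tested compounds plus 3 SD, cut at about 4.2% in these data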;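 further: 0% = DAX1-transfected cells with DMSO and 100% = empty-vector control cells with DMSO; inhibition shows as a rise in luminescence from relieved DAX1 repression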
# ssDAF-12 act – S. stercoralis DAF-12 nuclear receptor activators, primary screen, cell-based, luminescence, HEK293, GRIP1 co-expression, lit1-tk-luc; 370,000 tested, 1% active; Nuclear hormone receptor DAF-12 (Strongyloides stercoralis); AID 652126, 2013; HEK293 ssDAF-12/GRIP1 lit1-tk-luc reporter; % of 3 µM dafachronic acid response; activation, % at 6.8 µM;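 active means activation above the mean over all tested compounds plus 3 SD, cut at about 0.9% in these data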;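 further: 0% = DMSO-only wells and 100% = 3 µM delta7-dafachronic acid wells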
# MBD2 DNA inh – inhibitors of MBD2 binding to methylated DNA, primary screen, biochemical, TR-FRET, DNA-binding domain, human | MBD2 binding to methylated oligonucleotide | inhibition, % at 4.4 µM | 370,000 tested, 0.31% active; in the data active means inhibition above about 13%
# Target sequence (Q9UBB5 whole entry, looked up, the tested form may be a part): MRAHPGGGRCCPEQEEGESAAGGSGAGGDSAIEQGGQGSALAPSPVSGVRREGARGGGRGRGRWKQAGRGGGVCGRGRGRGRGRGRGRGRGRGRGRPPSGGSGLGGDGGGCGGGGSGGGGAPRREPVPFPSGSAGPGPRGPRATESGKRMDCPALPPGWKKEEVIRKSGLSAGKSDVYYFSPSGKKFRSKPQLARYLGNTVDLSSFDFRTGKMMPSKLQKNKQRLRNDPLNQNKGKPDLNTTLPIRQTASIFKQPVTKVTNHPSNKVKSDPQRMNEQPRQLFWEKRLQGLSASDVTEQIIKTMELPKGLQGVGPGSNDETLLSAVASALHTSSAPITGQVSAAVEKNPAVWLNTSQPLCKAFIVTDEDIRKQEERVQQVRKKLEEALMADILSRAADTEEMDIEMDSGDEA
# Active calls of the source: *; i = inactive; . = not tested or not shown.
SMILES,hcDAF12 agonist,PLCg1 inh,DAX1 inh-1,Rev-erbA mod,hgDAF12 agonist,ADAM17 inh,SMARCA2 act,PLC-beta3 inh,DAX1 inh-2,ssDAF-12 act,MBD2 DNA inh
O=S(=O)(NCC(c1cccnc1)N1CCN(c2ccccc2F)CC1)c1cccs1 (stereo not drawn),-1.8,0,0.7,7,-2.8,2,-1,0,1.3,-1.0,5
CCN(CC(=O)Nc1ccc2c(c1)OCCO2)C(=O)CSCC(=O)Nc1ccc(C)cc1,1.3,2,1.2,12,0.8,-4,0,-8,0.4,-1.2,4
COc1ccc(OC)c(Nc2nc3ccc(C)cc3n3cnnc23)c1,-0.1,-12,-0.5,9,-0.6,-4,0,-25,-0.8,-0.2,0
CC(=O)Nc1ccc(NC(=O)COC(=O)c2ccccc2C(=O)c2ccccc2)cc1,-2.4,1,-0.6,0,-3.1,2,2,-1,-1.7,-1.6,1
CCOC(=O)Nc1cc(Br)c2c(c1)OCCO2,-1.0,3,0.0,5,-1.6,1,5,7,0.8,-0.1,-2
Cc1cccc(NC(=O)C2CCCN2C(=O)OCc2ccccc2)c1 (stereo not drawn),-0.8,1,-1.0,2,4.2,-1,0,0,0.4,-0.8,1
COc1ccc(-c2cc(C(=O)O)nc3ccc4ccccc4c23)cc1OC,-0.7,-264,0.6,-9,3.7,-35,-4,-361,-0.6,-0.3,5
CC(C)Cn1c(=O)cc(N2CCN(c3cccc(C(F)(F)F)c3)CC2)[nH]c1=O,-0.1,0,.,5,3.9,0,.,1,.,-0.2,-4
COc1ccc2cc(CN(CCCN3CCOCC3)Cc3nnnn3C3CCCCC3)c(=O)[nH]c2c1,0.8,-182,0.3,-2,1.8,-73,0,-209,0.0,0.2,-2
Cc1cc(F)ccc1C(O)c1ncc(-c2ccccc2F)[nH]1 (stereo not drawn),3.3,1,-0.6,-5,1.3,-5,1,2,.,-1.0,4
CCCCCOc1ccc(CSc2n[nH]c(C)n2)cc1,0.3,0,1.5,1,6.8,0,0,-1,0.5,-0.2,-3
O=C(NC(=S)N(Cc1ccccc1)c1ccccn1)C1CC1,1.2,-5,0.6,2,2.3,-5,0,-2,0.6,-0.7,1
COCc1c(C(=O)OCc2c(C)noc2C)oc2ccccc12,1.1,1,0.9,3,-0.2,-1,-1,-4,1.0,-1.7,2
CCc1nnc(NC(=O)CSc2nc(-c3ccc(F)cc3)cc(-c3ccccc3)c2C#N)s1,-0.1,-6,0.2,38*,0.2,-1,2,-8,0.2,-1.4,-2
Cc1cc(C)c(CSc2ncc(-c3ccc([N+](=O)[O-])cc3)[nH]2)c(C)c1,-1.7,-47,-0.9,4,-3.1,11*,-1,-56,0.0,-1.0,-1
O=C(Nc1cc(Br)c(O)c(Br)c1)c1cccc(NC(=O)c2ccco2)c1,0.2,0,-0.4,-2,0.1,-5,1,-7,0.6,-0.8,3
CC12CC3(C)CC(C)(C1)CC(C(=O)NC(=S)N1CCCC1)(C2)C3,0.3,2,0.1,-3,3.1,-2,1,3,-0.4,-0.7,3
Cc1ccc(S(=O)(=O)N2CCN(C(=O)CCC(=O)NCCc3ccc(S(N)(=O)=O)cc3)CC2)c(C)c1,-0.9,1,-0.3,4,1.6,-2,0,-3,1.0,-1.0,8
CCOc1cnc(C(=O)NNC(=O)c2ccccc2Br)o1,-0.6,1,-0.4,2,-0.7,-6,-1,1,-0.3,-1.0,1
Cc1cccc2cc(C(c3nnnn3C(C)(C)C)N(Cc3ccco3)CC3CCCO3)c(=O)[nH]c12 (stereo not drawn),-0.5,-20,-1.0,1,-2.3,-13,4,-18,-0.2,-1.2,6
CCOC(=O)C1CC(c2ccccc2)=NN1c1ccccc1 (stereo not drawn),-1.4,i,-0.2,1,2.8,i,-2,i,-0.2,-1.6,3
Cc1ccccc1NC(=O)c1ccc(OCC(=O)Nc2ccccc2F)cc1,-2.1,0,-0.6,-2,-1.4,1,-2,6,0.2,-2.1,1
Cc1cc(=O)oc2cc(NC(=S)NCc3cccnc3)ccc12,-1.9,-73,-1.0,-6,0.6,-131,5,-94,1.8,-1.6,-6
COc1ccccc1NS(=O)(=O)c1cc(C(=O)NCC(c2ccco2)N2CCCCC2)ccc1C (stereo not drawn),-1.5,-2,0.1,-1,1.4,-5,-2,-10,-1.8,-0.9,1
O=C(CSc1nccc(=O)[nH]1)Nc1ccccc1Sc1ccccc1,-0.8,0,-0.2,1,-4.2,-1,-4,0,0.8,-1.7,2

# Following part:
SMILES,hcDAF12 agonist,PLCg1 inh,DAX1 inh-1,Rev-erbA mod,hgDAF12 agonist,ADAM17 inh,SMARCA2 act,PLC-beta3 inh,DAX1 inh-2,ssDAF-12 act,MBD2 DNA inh
COc1cccc(CC(=O)OCC(=O)c2cc(OC)c(OC)c(OC)c2)c1,1.1,-4,-1.5,5,-2.6,-5,0,-6,-0.3,-0.8,1
COc1ccc(S(=O)(=O)Cc2ccc(C(=O)NCC(OC)OC)o2)cc1,-2.4,4,0.0,-3,-0.9,0,-1,0,2.3,-1.0,-3
O=C(N/N=C/c1cccnc1)c1cccc(NC(=O)c2cccc(Br)c2)c1,-1.8,0,-0.3,5,2.6,-2,-2,-6,-1.8,-1.1,-3
Cc1ccc(S(=O)(=O)N2CCN(CC(=O)NCC3(N4CCOCC4)CCCCC3)CC2)cc1,1.5,3,1.1,-8,0.1,0,-2,-5,-1.2,-1.0,5
CC(C)NC(=O)c1ccc(NC(=O)CC2SC(N3CCCC3)=NC2=O)cc1 (stereo not drawn),-0.5,6,-0.7,3,1.6,-3,-2,-4,-0.1,-1.6,2
O=C(Cc1ncc(C(F)(F)F)cc1Cl)N1CCN(c2cccc(Cl)c2)CC1,-0.6,0,-0.1,-1,1.3,-1,-2,0,0.1,-1.8,2
c1cncc(CN2CCN(c3cc(-c4cnc5ccccc5c4)nc4ccnn34)CC2)c1,-1.4,-25,-1.4,5,3.4,-5,0,-33,.,-1.9,-5
CC(=O)CC[C@H]1CC[C@]2(CCCN(C(=O)C3CCCC3)C2)O1,3.5,-1,-0.4,-5,2.3,-3,1,1,.,-1.1,2
COc1cccc(C(=O)NC2CC3CCCC(C2)N3CC(=O)Nc2ccccc2C(F)(F)F)c1 (stereo not drawn),-5.7,-1,-0.9,8,-6.1,1,-7,-7,-1.8,-1.6,-1
Cc1cc(C2(c3ccc(O)c(C)c3)C(=O)N(C)c3ccc(Br)cc32)ccc1O,-2.7,3,-0.1,-1,-1.3,7,0,-8,0.9,-1.7,-5
Cc1ccc(S(=O)(=O)N2CC3C(=O)C[C@@H](c4ccccc4)N(S(=O)(=O)c4ccc(CCCOCCOCCNC(=O)OC(C)(C)C)cc4)C3CC2c2ccccc2)cc1 (stereo partly drawn),-1.4,1,-1.2,3,-0.5,0,3,-1,.,-1.2,-1
O=C(CCC1CCCC1)N1CCC(N2CCN(c3ccccc3)CC2)CC1,-0.2,4,-0.1,-5,-2.1,-4,-1,2,2.0,-1.7,-1
C=CCn1cccc(/C=C/C(=O)c2ccc(C(C)(C)C)cc2)c1=S,0.8,-47,-0.6,4,3.7,-4,-2,-53,0.3,-1.2,4
Cc1nn(Cc2ccccc2)c(C)c1NC(=O)CCC(=O)O,2.5,4,-0.2,2,-1.6,-2,0,4,0.8,-0.8,-1
C[C@H](CO)N1C[C@H](C)[C@@H](CN(C)S(=O)(=O)c2cccc(C#N)c2)OCc2cnnn2CCCC1=O,-0.7,1,0.8,0,0.9,-7,-3,-2,1.0,-1.1,8
CCOc1ccc(OCCC(=O)Nc2cccc(S(=O)(=O)N3CCCC3)c2)cc1,-1.2,-1,-4.3,-4,-2.8,7,-1,-11,-1.9,-1.2,2
CCn1c(CC(=O)Nc2ccc(C)c(Cl)c2)nnc1SCc1ccc(Cl)c(Cl)c1,-1.2,1,0.0,-2,1.5,-8,-2,1,-0.7,-1.1,-4
COc1ccc(/C=N/Nc2nc3ccccc3s2)cc1O,18*,-30,8.6*,-4,20*,-5,-1,-45,-2.8,3.2*,-5
C=CCSc1nc2sc3c(c2c(=O)[nH]1)CCC3,-2.2,0,-0.3,5,5.5,-2,-5,0,0.6,-0.9,6
CCCn1c(C)cc(C(=O)COC(=O)c2ccc(Cl)c(S(=O)(=O)N3CCCC3)c2)c1C,0.1,0,-0.3,1,3.3,1,1,-3,0.1,-1.0,-1
CN(C)C(=O)CCSc1nnc(-c2ccncc2)o1,1.1,2,0.1,7,0.6,0,0,-4,0.7,-1.8,-1
CCOC(=O)C#CC(CCc1ccccc1)OS(N)(=O)=O (stereo not drawn),0.5,-1,0.6,4,-0.3,-4,-1,0,1.1,-1.1,6
Clc1ccc(-c2cn3cccnc3n2)cc1,0.0,i,1.4,-1,4.9,i,4,i,1.5,-1.3,-1
O=C(O)CSc1nnc(-c2ccncc2)n1C1CCCCC1,0.0,2,0.2,3,-1.7,-1,-1,3,1.6,-1.4,3
CCOC(=O)C1CCN(Cc2cn[nH]c2-c2ccccc2)CC1,2.2,5,0.4,1,0.4,5,-1,0,-0.3,-1.5,-1
COC[C@@H]1CCCN1c1ccc2c(c1)O[C@@H](COCc1ccccc1)CN([C@H](C)c1ccccc1)S2(=O)=O,1.0,5,-0.2,0,0.7,-4,-3,2,.,-1.1,2
C=CCn1cnc2c(nnn2-c2ccc(OC)c(OC)c2)c1=O,-0.1,-13,0.4,-2,1.7,2,-1,-27,0.7,-0.8,-3
CCOC(=O)C1=C(C)C(c2ccc(OC)cc2)NC(=O)N1 (stereo not drawn),-0.7,2,-0.6,-1,-3.4,-4,-3,1,0.2,-1.1,-6
Cc1ccc(C(=O)Nc2ccccc2-c2ccccc2)cc1S(=O)(=O)Nc1ccccc1,-2.8,-1,-0.1,0,-3.0,8,-2,-3,0.4,-1.4,-8

# Look-ups from the entries so far.
# CCCn1c(C)cc(C(=O)COC(=O)c2ccc(Cl)c(S(=O)(=O)N3CCCC3)c2)c1C @ PLC-beta3 inh = -3
# CC(=O)CC[C@H]1CC[C@]2(CCCN(C(=O)C3CCCC3)C2)O1 @ MBD2 DNA inh = 2

# Rows are unselected, and some 7.4% of all compounds hit somewhere here.
